Screens (PubChem BioAssay)
CHO-K1 Ca antag – counter-screen for M1 antagonists: effect in parental CHO-K1 cells. ATP-induced calcium, Fluo-8 fluorescence. inhibition, % at 3 µM. 0.6% of 360,000 active;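 active = inhibition above a per-plate cutoff, the plate's mean sample inhibition plus 3 SD, cut at about 24% in these data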;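 note: 0% = DMSO plus EC80 ATP and 100% = DMSO alone without ATP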
M4 PAM – human M4 muscarinic receptor positive allosteric modulators, primary screen, CHO-K1 cells, Fluo-8 calcium fluorescence; Muscarinic acetylcholine receptor M4 (Homo sapiens), P08173; CHO-K1 hM4/Gqi5, ACh EC20; 0% = ACh EC20, 100% = maximal ACh; activation, % at 3 µM; 0.4% of 360,000 active; AID 624126, 2012;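 active = activation above its plate's cutoff, the mean activation of sample wells plus 3 SD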; note: some results filed as inactive read as strong as hits
Target sequence (P08173 whole entry, looked up): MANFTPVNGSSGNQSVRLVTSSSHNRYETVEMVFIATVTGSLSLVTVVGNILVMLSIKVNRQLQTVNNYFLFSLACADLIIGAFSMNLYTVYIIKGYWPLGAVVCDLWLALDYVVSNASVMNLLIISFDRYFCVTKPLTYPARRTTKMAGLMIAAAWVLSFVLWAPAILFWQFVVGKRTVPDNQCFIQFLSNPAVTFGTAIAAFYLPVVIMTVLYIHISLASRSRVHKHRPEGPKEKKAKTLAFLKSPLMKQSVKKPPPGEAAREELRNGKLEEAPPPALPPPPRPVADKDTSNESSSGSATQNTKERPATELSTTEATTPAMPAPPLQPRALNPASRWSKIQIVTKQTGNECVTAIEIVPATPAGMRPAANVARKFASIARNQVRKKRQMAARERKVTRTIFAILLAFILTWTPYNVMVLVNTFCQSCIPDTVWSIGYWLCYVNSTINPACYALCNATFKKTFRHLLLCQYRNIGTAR
M4 ag – human M4 muscarinic receptor agonists, primary screen, CHO-K1 cells, Fluo-8 calcium fluorescence; activation, % at 3 µM; Muscarinic acetylcholine receptor M4 (Homo sapiens), P08173; 0.14% of 360,000 active; CHO-K1 hM4/Gqi5; vehicle 0%, full acetylcholine response 100%;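 active = activation above the run mean over all test wells plus 3 SD, cut at about 32% in these data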;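 note: peak over basal fluorescence ratio per well then scaled between controls; 0% = DMSO wells and 100% = acetylcholine at EC100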
M4 antag – human M4 muscarinic receptor antagonists, primary screen, CHO cells, Fluo-8 calcium fluorescence; inhibition, % at 3 µM; CHO-hM4 cells, ACh EC80; 0.73% of 360,000 active;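 active = inhibition above its plate's cutoff, the mean inhibition of sample wells plus 3 SD, cut at about 27% in these data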;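 note: 0% = acetylcholine EC80 with DMSO and 100% = DMSO without agonist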
CHRM5 antagonist – human M5 muscarinic receptor antagonists, primary screen, CHO cells, Fluo-8 calcium fluorescence; Muscarinic acetylcholine receptor M5 (Homo sapiens), P08912; CHO-hM5 cells, ACh EC80; inhibition, % at 3 µM; 0.59% of 360,000 active; AID 624040, 2012;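 active = inhibition above a per-plate cutoff, the mean of that plate's test compounds plus 3 SD, cut at about 27% in these data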;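 note: 0% = acetylcholine EC80 with DMSO and 100% = DMSO without agonist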
Target sequence (P08912 whole entry, looked up): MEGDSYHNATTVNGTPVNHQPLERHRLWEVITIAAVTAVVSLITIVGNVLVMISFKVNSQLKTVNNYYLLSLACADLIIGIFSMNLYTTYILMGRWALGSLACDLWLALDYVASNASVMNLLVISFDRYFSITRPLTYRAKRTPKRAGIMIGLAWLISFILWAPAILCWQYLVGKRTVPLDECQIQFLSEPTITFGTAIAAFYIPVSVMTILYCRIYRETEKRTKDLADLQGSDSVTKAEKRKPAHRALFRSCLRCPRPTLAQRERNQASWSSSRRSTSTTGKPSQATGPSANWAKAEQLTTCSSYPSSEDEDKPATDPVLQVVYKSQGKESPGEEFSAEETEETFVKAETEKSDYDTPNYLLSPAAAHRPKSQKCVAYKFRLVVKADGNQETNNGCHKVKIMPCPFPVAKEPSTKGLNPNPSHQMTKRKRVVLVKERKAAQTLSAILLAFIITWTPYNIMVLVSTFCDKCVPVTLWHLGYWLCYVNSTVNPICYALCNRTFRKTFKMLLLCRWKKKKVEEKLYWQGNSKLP
M1 PAM parental – nonselective calcium activators in parental CHO-K1 cells, primary screen, counter-screen for M1 PAM project, cell-based, Fluo-8 calcium fluorescence, full deck, 1536-well. ATP EC20; 0% at ATP EC20, 100% at ATP max. activation, % at 3 µM. 0.02% of 360,000 active;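 active = activation above the run cutoff, the mean activation of all test compounds plus 3 SD, cut at about 40% in these data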;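 note: peak over basal fluorescence ratio in a 140 s read after ATP addition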
M5 PAM – human M5 muscarinic receptor positive allosteric modulators, primary screen, CHO-K1 cells, Fluo-8 calcium fluorescence. CHO-K1 hM5, ACh EC20 PAM; 0% = ACh EC20, 100% = ACh EC100. 0.3% of 360,000 active. activation, % at 3 µM. AID 624038, 2012. Muscarinic acetylcholine receptor M5 (Homo sapiens), P08912;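 active = activation above the run cutoff, the mean activation of all test compounds plus 3 SD, cut at about 18% in these data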
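Measured by: Fluo-8 calcium fluorescence; material: human M5 receptor in CHO-K1 cells; schedule: Post-acetylcholine fluorescence recording 140 s; benchmarks: low control EC20 acetylcholine (0%), high control EC100 acetylcholine (100%); read-out: Max/basal fluorescence ratio as % of EC20–EC100 ACh window; compound: single dose, 3 µM nominal final test concentration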
M1 ag parental – counter-screen for M1 agonists: effect in parental CHO-K1 cells | Fluo-8 calcium fluorescence; scaled to maximal ATP response, vehicle zero | 0.48% of 360,000 active | AID 602248, 2012 | activation, % at 3 µM; in the data active = activation above about 15%;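 note: untransfected CHO-K1 host cells lacking M1 receptor as counterscreen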
M5 ag – human M5 muscarinic receptor agonists, primary screen, CHO-K1 cells, Fluo-8 calcium fluorescence | CHO-K1 hM5 cells; 0% DMSO wells, 100% maximal acetylcholine response | 0.19% of 360,000 active | Muscarinic acetylcholine receptor M5 (Homo sapiens), P08912 | AID 624037, 2012 | activation, % at 3 µM;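 active = activation above the run's mean over test compounds plus 3 SD, cut at about 23% in these data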;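 note: signal is peak over basal fluorescence ratio across the kinetic read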
* marks the source's active call; other numbers are inactive results; / = no result given.

SMILES | CHO-K1 Ca antag | M4 PAM | M4 ag | M4 antag | CHRM5 antagonist | M1 PAM parental | M5 PAM | M1 ag parental | M5 ag
Cc1cnc(CN(C)C(=O)CC2C(=O)NCCN2Cc2cccc(F)c2F)[nH]1 (configuration not stated) | -7 | 8 | 0 | -7 | 11 | 11 | -1 | 0.2 | -3
COc1ccc(-c2cccc(NS(=O)(=O)c3ccccc3[N+](=O)[O-])c2)nn1 | -4 | 6 | 3 | 3 | 1 | -7 | -2 | 0.1 | 1
Cc1ccc(C)c(NC(=O)CCC(=O)N/N=C2/CC(=O)CC(C)(C)C2)c1 | -6 | 4 | 1 | -5 | -9 | 15 | 6 | 0.8 | -3
O=C(N=C1SC2CS(=O)(=O)CC2N1Cc1ccccc1)C1CCCCC1 (configuration not stated) | -13 | -1 | 0 | 2 | -4 | 6 | 0 | 1.3 | -1
O=C1CS/C(=N/N=C/c2ccc(OS(=O)(=O)c3ccccc3)cc2)N1 | -4 | 9 | 2 | 3 | 5 | -6 | 9 | -0.1 | -1
CCC(c1nnnn1-c1ccc2c(c1)OCCO2)N1CCN(C(C)=O)CC1 (configuration not stated) | 8 | 8 | 14 | -8 | -5 | -7 | -12 | 0.2 | 0
CCN(CC)c1ccc(C(=O)OCC(=O)Nc2cc3oc4ccccc4c3cc2OC)cc1 | 0 | -4 | 1 | -2 | -6 | 12 | -2 | 0.3 | -1
CN(Cc1nc(C(c2ccccc2)c2ccccc2)no1)CC1COCCO1 (configuration not stated) | -8 | 8 | 0 | -18 | -8 | 9 | -5 | 0.3 | -4
COc1cc(/C=N/N2C(=O)C3C4C=CC(CC4)C3C2=O)ccc1O (configuration not stated) | 0 | -10 | 19 | 8 | 22 | 5 | -12 | 4.5 | 1
CCCn1c(C)cc(C(=O)CSc2nc3nc(C)cc(C)n3n2)c1C | -6 | -3 | 3 | -3 | -2 | 24 | -1 | 5.4 | 2
Cc1cccc(C(=O)NCC(=O)N2CCN(S(=O)(=O)c3ccc4c(c3)OCCO4)CC2)c1 | -12 | 0 | 4 | -1 | 1 | -7 | 4 | 0.1 | 0
COCCNC(=O)c1cc(S(=O)(=O)N2CCC3(CC2)OCCO3)ccc1F | -21 | 4 | 1 | -10 | 0 | 25 | -4 | 0.3 | 1
C/C(=N\NC(=O)c1ccc(Cn2cc(Br)cn2)o1)c1cccc(NC(=O)C(C)(C)C)c1 | 3 | 3 | 1 | 8 | 0 | 19 | 4 | 1.0 | 0
CCOC(=O)CNC(=S)N(CCCN1CCN(C)CC1)Cc1cccs1 | -2 | -5 | 1 | -9 | -8 | -8 | 4 | 0.1 | -4
N#Cc1ccsc1NC(=O)COC(=O)c1ccc(NC(N)=O)cc1 | -9 | -10 | 1 | 9 | 12 | 10 | -5 | 1.1 | 4
CCCC(=O)NC(c1ccco1)c1cc([N+](=O)[O-])c2cccnc2c1O (configuration not stated) | 1 | -2 | 0 | 0 | -11 | 5 | 0 | 0.5 | 2
CCOC(=O)CC(c1ccc(N)cc1)n1c(C)ccc1C (configuration not stated) | -7 | -2 | 1 | -1 | 6 | -7 | 6 | 0.2 | 3
CC(C)CCC1(CCO)C(=O)N=C(N)NC1=O (configuration not stated) | -4 | 11 | 1 | -14 | 15 | 28 | -1 | 0.8 | 1
CCOc1ccc(C=NN2CCCCCC2)cc1OCC | -2 | 3 | 1 | 1 | 2 | -1 | 4 | -0.5 | 3
COc1ccc(NC(=O)CSCC(=O)Nc2ccc(C)c(S(=O)(=O)N3CCCCCC3)c2)cc1 | 0 | -4 | 6 | -5 | 6 | 0 | 2 | 2.6 | 0
CC(/C=C/c1ccccc1F)=N\NC(=O)c1cccc(F)c1 | -9 | -7 | 1 | 2 | 7 | 3 | -4 | 0.5 | 1
COc1ccc(OC)c(CN2C(=O)CN(S(C)(=O)=O)CC2(C)C(=O)Nc2c(C)cccc2C)c1 (configuration not stated) | / | 11 | 8 | -14 | -4 | / | 6 | / | 2
c1cc2c3c(cccc3c1)C(N1CCOCC1)=N2 | 7 | -7 | 1 | -1 | 12 | 9 | 9 | 0.7 | -5
COC(=O)c1sccc1NC(=O)Nc1cc(C)cc(C)c1 | -18 | -4 | -2 | 16 | 29* | 13 | -10 | -0.4 | -6
COc1cc(CNCCc2ccccc2)ccc1OCC(N)=O | -5 | 4 | 0 | 0 | 3 | 19 | 0 | 0.2 | -3
CC(C)(C)C(=O)NC(=S)Nc1ccc(Cl)c(C(=O)O)c1 | -10 | 6 | 1 | -5 | 5 | 1 | 0 | 0.2 | -2
O=C(CSc1ccc2nnc(-c3cccnc3)n2n1)NCc1ccco1 | -11 | 0 | 0 | 0 | 4 | 27 | -2 | 0.7 | 2
Cc1cccc(NC(=O)c2ccc(Cl)nc2)n1 | -5 | -5 | 0 | 0 | 14 | 19 | -7 | 1.1 | -2
CCCC(=O)Nc1nn(CCC)c2nc3ccccc3cc12 | -1 | -4 | 1 | 2 | -8 | 16 | 3 | 1.1 | -1
CC(NC(=O)c1ccc([N+](=O)[O-])o1)C12CC3CC(CC(C3)C1)C2 (configuration not stated) | -5 | 2 | 2 | -3 | -2 | 1 | -1 | -0.5 | -2
O=C(Nc1ccc(N2CCCC2)cc1)c1cccc(F)c1 | 6 | -21 | 2 | 13 | 3 | -1 | -4 | 0.2 | -1
c1ccc2c(c1)oc1c(NCCCN3CCOCC3)ncnc12 | -15 | 4 | 1 | -8 | 1 | 19 | 1 | 0.1 | -4
Cc1cc(C)c(S(=O)(=O)Cc2ccccc2)c(OC(C)C)n1 | 6 | -2 | 1 | 10 | -10 | 0 | 5 | -0.8 | -5
O=C(NCCCNC(=O)c1ccc(Cl)cc1Cl)c1cnccn1 | -17 | -2 | 0 | -1 | -2 | 9 | 2 | 1.3 | 0
O=C(Nc1nnc(SCc2ccc(F)cc2)s1)C1=COCCO1 | 3 | -1 | 3 | 4 | 1 | -1 | -2 | 2.6 | -6
Cc1ccc(-c2csc(N=C(N)N)n2)cc1 | -7 | -4 | 2 | 12 | 11 | 22 | -3 | 2.0 | 1
OCC1CCCN(C2CCN(Cc3nc(Cc4cccc(C(F)(F)F)c4)no3)CC2)C1 (configuration not stated) | -3 | -12 | 2 | -1 | -8 | 10 | -5 | -0.2 | -8
Cc1cccc(C)c1NC(=O)CN | 4 | -2 | 0 | -3 | 0 | -15 | 4 | 0.3 | 1
CN(C)c1cc2c(c(N(C)C)c1)C(=O)c1ccccc1C2=O | -3 | 20* | 4 | -12 | -11 | 9 | 3 | -0.1 | -10
Cc1cccc(C)c1OCc1cc(C(=O)N2CCC[C@H]2C(N)=O)no1 | -8 | -2 | 0 | 4 | 14 | 2 | -8 | 1.9 | -3
CCOC(=O)N1CCN(C(=O)c2cc3cc(F)ccc3[nH]2)CC1 | -14 | -3 | 1 | -6 | 9 | 8 | -6 | 2.8 | 0
Nc1ccc2c(c1)Cc1c(F)cccc1-2 | 7 | 14 | 0 | 9 | 4 | -19 | 7 | -0.1 | -3
CCOC(=O)c1c(NC(=O)CSc2nc3c(c(=O)n(C)c(=O)n3C)n2C(C)C)sc(C)c1C | -4 | 6 | 1 | -6 | -7 | -7 | 7 | -0.1 | 3
Fc1ccc(C2C3=C(Nc4ncnn42)c2ccccc2OC3c2ccncc2)cc1 (configuration not stated) | -20 | 1 | 5 | -7 | 7 | 12 | -19 | 1.8 | -11
O=C1C=C(NCCNc2c(F)c(F)c(CO)c(F)c2F)CCC1 | -9 | 12 | 1 | 1 | -3 | 11 | -2 | 0.1 | -1
O=C1CC2(CCN(C(=O)c3ccccc3Br)CC2)Oc2ccccc21 | -1 | -8 | 5 | 4 | 5 | -4 | -6 | 1.4 | -2
Cc1cc(C(=O)COC(=O)c2ccc(O)cc2)c(C)n1-c1ccccc1F | 2 | -2 | 1 | -13 | 0 | -4 | -11 | 1.6 | -1
Cc1noc(C)c1CN(C(=S)NC(C)C)c1ccccc1 | -9 | -4 | 1 | 3 | -2 | 22 | 3 | 0.8 | -5

Gathered by group: the compounds so far containing a tert-butyl group
SMILES | CHO-K1 Ca antag | M4 PAM | M4 ag | M4 antag | CHRM5 antagonist | M1 PAM parental | M5 PAM | M1 ag parental | M5 ag
C/C(=N\NC(=O)c1ccc(Cn2cc(Br)cn2)o1)c1cccc(NC(=O)C(C)(C)C)c1 | 3 | 3 | 1 | 8 | 0 | 19 | 4 | 1.0 | 0
CC(C)(C)C(=O)NC(=S)Nc1ccc(Cl)c(C(=O)O)c1 | -10 | 6 | 1 | -5 | 5 | 1 | 0 | 0.2 | -2

Continuation.
SMILES | CHO-K1 Ca antag | M4 PAM | M4 ag | M4 antag | CHRM5 antagonist | M1 PAM parental | M5 PAM | M1 ag parental | M5 ag
O=[N+]([O-])c1ccc(Cn2cc(-c3cccc(C(F)(F)F)c3)nn2)cc1 | -17 | 8 | 2 | 2 | 6 | 20 | -12 | -0.6 | -3
C=CCN1C(=O)N(c2ccc(Cl)cc2)C(=O)C1CC(=O)Nc1ccc(F)cc1 (configuration not stated) | -19 | -5 | 4 | -7 | 7 | 25 | 0 | 2.2 | 3
Cc1cccc(CS(=O)(=O)c2ncc(CO)n2C)c1 | -3 | -10 | 13 | 7 | 16 | -3 | -7 | 3.9 | 1
CCOc1cc(C(=O)OC(C)C(=O)Nc2ncc(Cl)cc2Cl)ccc1OCC(=O)N1CCOCC1 (configuration not stated) | -1 | 0 | 1 | -1 | -5 | 13 | 7 | 0.6 | -1
Cn1cc(/C=C(\NC(=O)c2ccccc2)C(=O)NCCCn2ccnc2)c2ccccc21 | -11 | 11 | 1 | -12 | 4 | 19 | -3 | 0.8 | -2
CN1CCc2c(c3c(n2C)CCN(C)[C@@H]3c2cccnc2)[C@H]1c1cccnc1 | 3 | -3 | 1 | -2 | 10 | 9 | -8 | 0.4 | -2
O=C(NCCCN1CCCC1=O)C1CCC(CNS(=O)(=O)c2ccc(Cl)cc2)CC1 (configuration not stated) | -1 | 11 | 1 | -5 | 7 | -11 | 3 | -0.1 | -5
O=C1CC(c2ccc(F)cc2)CC2=C1C=Nc1ccccc1N2 (configuration not stated) | -8 | -10 | 14 | -3 | 11 | 9 | -2 | 6.6 | 4
CC12C(=O)N(c3nccs3)C(=O)C1(C)C1CCC2O1 (configuration not stated) | 5 | 1 | 2 | 0 | 8 | -8 | 0 | 0.2 | -2
COC(=O)C1=C(C)NC(C)=C(C(=O)OC)C1C1CC=CCC1 (configuration not stated) | -16 | 1 | 0 | 1 | -2 | 23 | 3 | 0.1 | -10

Full records, looked up by structure. Screens in order: CHO-K1 Ca antag	M4 PAM	M4 ag	M4 antag	CHRM5 antagonist	M1 PAM parental	M5 PAM	M1 ag parental	M5 ag
Results for `O=C(CSc1ccc2nnc(-c3cccnc3)n2n1)NCc1ccco1` → -11	0	0	0	4	27	-2	0.7	2
Results for `CCOC(=O)c1c(NC(=O)CSc2nc3c(c(=O)n(C)c(=O)n3C)n2C(C)C)sc(C)c1C` → -4	6	1	-6	-7	-7	7	-0.1	3
